Source: PubChem BioAssay
CHRM1 PAM: potentiates human M1 receptor response to acetylcholine; activation, % at 3 µM; CHO-K1 hM1, Fluo-8 calcium fluorescence, ACh EC20; 0% = ACh EC20, 100% = maximal ACh; 360,000 compounds, 0.088% hits; in the data active = activation above about 19%, passing the limit was not always enough
Target sequence (P11229 whole entry, looked up): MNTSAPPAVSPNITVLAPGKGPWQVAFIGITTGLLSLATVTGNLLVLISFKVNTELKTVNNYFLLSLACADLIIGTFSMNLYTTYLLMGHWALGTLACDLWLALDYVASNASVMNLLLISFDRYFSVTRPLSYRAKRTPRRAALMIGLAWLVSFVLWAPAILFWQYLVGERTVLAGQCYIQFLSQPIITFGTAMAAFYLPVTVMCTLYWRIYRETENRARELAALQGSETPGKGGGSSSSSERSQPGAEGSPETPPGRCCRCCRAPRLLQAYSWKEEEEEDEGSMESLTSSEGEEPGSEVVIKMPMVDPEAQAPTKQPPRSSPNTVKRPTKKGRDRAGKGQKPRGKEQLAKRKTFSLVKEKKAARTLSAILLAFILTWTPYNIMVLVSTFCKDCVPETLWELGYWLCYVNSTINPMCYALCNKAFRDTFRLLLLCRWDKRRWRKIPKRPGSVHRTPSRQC
CHO-K1 Ca ag: nonselective activator or artifact in parental CHO-K1 cells. activation, % at 3 µM. Fluo-8 calcium fluorescence; scaled to maximal ATP response, vehicle zero. AID 602248. 360,000 compounds, 0.48% hits; in the data active = activation above about 15%;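 note: untransfected CHO-K1 host cells lacking M1 receptor as counterscreen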
CHO-K1 Ca antag: nonselective inhibitor or artifact in parental CHO-K1 cells | ATP-induced calcium, Fluo-8 fluorescence | inhibition, % at 3 µM | 360,000 compounds, 0.6% hits | AID 602250;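 active = inhibition above a per-plate cutoff, the plate's mean sample inhibition plus 3 SD, cut at about 24% in these data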;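 note: 0% = DMSO plus EC80 ATP and 100% = DMSO alone without ATP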
M1 antag: antagonists of human M1 muscarinic receptor | P11229 | CHO-K1 hM1, Fluo-8 calcium fluorescence, ACh EC80 antagonist | inhibition, % at 3 µM | 360,000 compounds, 1.3% hits;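 active = percent inhibition above its own plate's cutoff, namely the mean of that plate's compound wells plus 3 SD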;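 note: peak over basal fluorescence ratio during 140 s after agonist addition; 0% = ACh EC80 plus DMSO and 100% = DMSO alone without agonist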
M1 PAM parental: counter-screen for M1 PAMs: effect in parental CHO-K1 cells; ATP EC20, Fluo-8 calcium fluorescence; 0% at ATP EC20, 100% at ATP max; activation, % at 3 µM; 360,000 compounds, 0.02% hits;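 active = activation above the run cutoff, the mean activation of all test compounds plus 3 SD, cut at about 40% in these data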;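 note: peak over basal fluorescence ratio in a 140 s read after ATP addition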
CHO parental Ca: counter-screen for OX1R antagonists: effect in parental CHO cells; parental CHO-K1, ATP-induced calcium, Fluo-8 fluorescence; inhibition, % at 5.6 µM; 330,000 compounds, 0.63% hits; AID 463079;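 active = inhibition above that plate's mean sample inhibition plus 3 SD, cut at about 26% in these data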;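 note: 0% = ATP-challenged DMSO wells and 100% = DMSO wells without ATP; some compounds past the cut are filed as inactive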
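Material: parental CHO cells / Compound: single nominal dose of 5.6 µM per compound / Signal: Fluo-8 fluorescence / Replicates: singlicate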
TAAR1 antag: antagonists of human TAAR1; CHO RD-HGA16 TAAR1, Fluo-8 calcium fluorescence, antagonist; 360,000 compounds, 1.5% hits; inhibition, % at 3 µM;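 active = inhibition above a per-plate cutoff, the mean inhibition of test compounds on that plate plus 3 SD, cut at about 49% in these data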;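 note: 0% = DMSO plus EC80 beta-PEA response and 100% = DMSO alone without agonist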
Target sequence (Q96RJ0 whole entry, looked up): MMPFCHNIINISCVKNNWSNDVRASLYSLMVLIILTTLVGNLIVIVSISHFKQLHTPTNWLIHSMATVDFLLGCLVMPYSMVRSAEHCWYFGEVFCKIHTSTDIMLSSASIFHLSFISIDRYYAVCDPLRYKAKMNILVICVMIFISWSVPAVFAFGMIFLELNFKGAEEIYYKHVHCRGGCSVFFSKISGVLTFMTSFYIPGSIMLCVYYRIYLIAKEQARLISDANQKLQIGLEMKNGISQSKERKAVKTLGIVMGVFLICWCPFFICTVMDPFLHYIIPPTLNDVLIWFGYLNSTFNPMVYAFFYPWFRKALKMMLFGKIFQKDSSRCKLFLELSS
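test system = CHO RD-HGA16 cells bearing hTAAR1 | replication = singlicate | controls = DMSO-only wells and EC80 β-PEA-stimulated wells | reagent = EC80 β-phenethylamine stimulus | read-out basis = percent inhibition of PEA-evoked calcium signal, max/basal emission ratio | schedule = seeding 17-24 h prior, 75-min 37 °C, 30-min RT dye loading | signal = kinetic Fluo-8 calcium fluorescence measurement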
TAAR1 ag: human TAAR1 agonism. 360,000 compounds, 0.99% hits. activation, % at 3 µM. AID 624467. CHO RD-HGA16 TAAR1, Fluo-8 calcium fluorescence; vehicle wells 0%, saturating PEA agonist 100%;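 active = activation above the mean activation of all test compounds in the run plus 3 SD, cut at about 38% in these data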
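Assay system: CHO-derived RD-HGA16 cells with stable Gα16 and human TAAR1; timing: 17-24 h seeding, 75 min 37 °C dye, 30 min RT; read-out: % activation from peak over basal fluorescence ratio, DMSO-to-PEA scaled; measured by: kinetic Fluo-8 calcium fluorescence; benchmarks: low control DMSO, high control PEA (EC100); doses: 3 µM single concentration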
CHRM1 agonist: activates human CHRM1 receptor; P11229; CHO-K1 hM1, Fluo-8 calcium fluorescence, agonist mode; 0% DMSO, 100% acetylcholine EC100; activation, % at 3 µM; 360,000 compounds, 0.33% hits; AID 588814;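 active = activation above the run's mean compound activation plus 3 SD, cut at about 16% in these data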;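 note: peak over basal fluorescence ratio within a 140 s kinetic read after compound addition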
The depositor's hits bear a star; . = no result given. Rows were taken by chance; about 4.4% have a hit in one of these screens.

SMILES	CHRM1 PAM	CHO-K1 Ca ag	CHO-K1 Ca antag	M1 antag	M1 PAM parental	CHO parental Ca	TAAR1 antag	TAAR1 ag	CHRM1 agonist
CN(C)C(=O)c1cc(C(=O)c2ccc(C(F)(F)F)cc2)c[nH]1	2	1.4	-9	2	-12	8	-5	2	-1
COc1ccccc1N1CCN(S(=O)(=O)c2ccc([N+](=O)[O-])cc2)CC1	-3	0.7	-12	-4	-3	.	17	3	-2
Cc1cccc(NCCC(=O)c2ccc(Br)cc2)c1	-7	-0.3	-24	5	12	-26	2	0	-9
O=C1C(c2ccccc2)CN1Cc1ccccc1 (stereo not given)	3	0.2	3	-6	7	.	1	0	-11
Cc1nc(Cl)c2c(n1)N(CC(N)=O)C(=O)CO2	15	1.5	2	-9	16	0	8	-1	0
COc1cccc(-c2nc(NC(C)(C)C)c3ccccc3n2)c1O	10	1.1	-12	-15	31	-36	19	13	-2
O=C(Nc1ccc(OCc2ccccc2)cc1)c1cccc([N+](=O)[O-])c1	2	0.7	5	0	15	4	26	29	-5
Cc1ccc(Cc2nc(-c3ccccn3)no2)cc1	5	0.5	4	-8	7	-11	-10	10	-1
COc1ccc(-c2noc(C3CCCN(C(=O)CCc4ccccc4)C3)n2)cc1 (stereo not given)	2	2.0	1	-3	7	-27	0	4	-5
Cc1cccc(NC(=O)Cn2cnc(S(=O)(=O)N3CCCC3)c2)c1C	2	-0.1	3	3	9	-1	-19	2	0
CN(NS(C)(=O)=O)c1ncc(C(F)(F)F)cc1Cl	-1	0.0	6	12	-1	3	-9	11	-7
O=S1(=O)CC(NCc2ccccc2)C(Nc2ccccc2)C1 (stereo not given)	-1	0.2	-11	-2	6	-4	-9	6	-2
Cc1c(Cl)cccc1N=C1NC(=O)CS1	3	0.9	-6	-3	13	.	-14	1	-3
COc1cccc(N2CCN(Cc3nc(N)nc(N4CCCc5ccccc54)n3)CC2)c1	6	0.5	1	-34	8	-15	23	18	0
CCCc1cc(=O)[nH]c(Nc2ccc(O)cc2)n1	0	-0.2	3	2	-3	-1	-14	8	-5
CC1(C(=O)NS(=O)(=O)c2ccc(Br)cc2)CCN1C(=O)CCc1cccs1 (stereo not given)	1	-0.1	12	3	-10	.	-7	0	-2
O[C@H]1CN(Cc2cccs2)[C@@H](c2ccccc2)C[C@@H]1n1cc(C2CC2)nn1	-6	0.2	-11	6	11	.	-3	0	-2
CCn1c2ccccc2c2nnc(SCC(=O)N(C)C3CCS(=O)(=O)C3)nc21 (stereo not given)	0	0.9	-6	-9	20	-9	-2	0	-7
CC(C)(C)OC(=O)NCc1ccc(NC(=O)c2nc[nH]c2C(=O)N[C@@H](Cc2ccccc2)C(=O)OCc2ccccc2)cc1	-5	0.3	-10	19	19	20	42	12	-2
CCN(Cc1ccccc1)C(=S)Nc1cc(C(=O)OC)ccc1C(=O)OC	-5	-0.2	5	10	4	-17	-20	-1	-5
Cc1c(C(=O)N2CCC(C)CC2)sc2ncnc(N3CCN(c4ccccc4)CC3)c12	2	0.3	-32	0	-11	.	18	4	-3
FC(F)(F)c1ccccc1NC(=S)N1CCN(c2ncccn2)CC1	2	-0.2	-12	-3	6	-8	-12	5	-2
Cc1noc(C)c1C(=O)Nc1c(F)cc(F)cc1Br	2	0.8	-2	-3	16	-3	-5	2	-5
Cc1cccnc1NC(=O)c1ccc2c(c1)OCCO2	3	0.5	8	-4	2	4	9	0	0
CC(C)CCC(CC(C)O)C(=O)NNC(=S)Nc1ccccc1 (stereo not given)	2	1.6	-4	-5	18	-12	8	12	-3
Later entries:
SMILES	CHRM1 PAM	CHO-K1 Ca ag	CHO-K1 Ca antag	M1 antag	M1 PAM parental	CHO parental Ca	TAAR1 antag	TAAR1 ag	CHRM1 agonist
COc1ccccc1NS(=O)(=O)c1cc(NC(=O)c2sccc2C)ccc1N1CCOCC1	4	3.2	-9	4	14	-3	26	4	-4
CCOc1ccc(CCNC(=O)c2ccc3nc(N4CCOCC4)sc3c2)cc1OCC	7	1.4	-14	-12	20	-18	8	2	-2
Cc1ccc(N2CC(C(=O)NCCC(C)C)CC2=O)cc1 (stereo not given)	5	-0.4	-20	-9	20	-4	6	2	-4
O=C(CCc1ccccc1)c1c(O)cc(O)cc1O	-11	6.1	3	8	8	4	68*	3	-1
Cc1ccc2sc(C)[n+](CCCS(=O)(=O)[O-])c2c1	15	0.1	-5	-8	16	-2	5	2	-5
CC(C)c1c(O)nc(SCC(=O)Nc2ccc3c(c2)CCC3)[nH]c1=O	7	0.0	-10	-10	17	-17	-21	1	-3
Cc1cc(C)c(C(=O)COC(=O)CCNS(=O)(=O)c2c(Cl)cccc2Cl)cc1C	2	6.1	-12	1	23	6	21	3	-6
C/C(=N\OC(=O)c1ccc(Cl)c(Cl)c1)c1sc(C)nc1C	3	0.0	-1	-36	16	-15	0	3	1
CCc1ccc(NC(=O)Cn2cc([N+](=O)[O-])nc2C)cc1	7	0.4	5	-1	-13	.	-11	3	0
O=C(O)CCCCn1c(SCc2cc(=O)n3cc(Cl)ccc3n2)nc2ccsc2c1=O	3	0.6	-1	-8	13	4	-14	1	-7
CC(=O)c1cccc(NC(=O)CN(c2cccc(F)c2)S(C)(=O)=O)c1	0	3.9	-11	-4	15	-8	-2	12	-3
Cc1cc(Cl)ccc1OCC(=O)NCCCn1ccnc1	5	10	0	3	23	-15	-11	4	-11
COc1ccc(NC(=O)c2nc[nH]c2C(=O)N(C)Cc2ccccc2)cc1	4	1.6	-23	-12	19	-23	0	3	-2
COc1ccc(C(=O)N=c2sc3c(C)ccc(OC)c3n2C)cc1OC	21	0.1	-12	-4	-4	-12	30	6	1
O=C(Oc1ccc(Cl)cc1)c1ccc2nccnc2c1	3	0.8	-10	-15	17	3	4	8	0
CCC1(CC(C)C)SC(N)=NC1=O (stereo not given)	5	0.5	-2	-14	3	.	-12	0	0
CC(C)NC(=O)C1(C)CCCN1Cc1csc2ccccc12 (stereo not given)	5	0.5	1	-7	-4	.	-13	-1	-7
Cc1ccc(C)c(OCC(=O)Nc2ccc(S(=O)(=O)Nc3ccccn3)cc2)c1C	10	0.9	6	-5	20	-20	-3	1	-8
COc1ccccc1OCCNC(=O)c1cccc(S(=O)(=O)N2CCN(C)CC2)c1	7	1.5	-9	-5	17	-9	-22	0	-3
CC(=O)c1c(C)[nH]c(C(=O)OCc2cccc(Cl)c2)c1C	-4	8.5	-8	15	6	-21	11	3	1
CCCCCC(=O)N1C[C@@H](O)[C@H](n2cc(-c3ccc(F)cc3)nn2)C[C@@H]1c1ccc(OC)cc1	1	0.5	-12	-5	17	.	-5	1	-7
O=C(O)c1ccc(N=Nc2c(-c3ccccc3)[nH]oc2=O)cc1	15	-0.1	-12	-19	5	1	-1	1	-1
O=C(NCCc1cccs1)C(c1ccccc1)c1ccccc1	-12	13	20	1	-1	-12	2	-1	-7
O=C1C(=O)N(O)C2CCCCC2N1O (stereo not given)	7	-0.1	-15	-7	19	3	-12	7	-7
COc1ccccc1N1CCN(C(=O)CSc2nc(-c3ccccc3)cc(=O)[nH]2)CC1	0	3.3	-4	-15	18	-15	39	16	-5
NC(=S)N=Nc1c(O)n(Cc2ccccc2)c2ccccc12	8	1.9	-1	-5	25	-6	-3	-2	-5
CCOC(=O)CNC(=O)N(C)[C@H]1C[C@H]2c3[nH]c4ccccc4c3CCN2C(=O)[C@H]1[C@H](C)O	8	0.5	12	-5	14	.	-3	2	-3
COc1ccc(CNC(=O)c2sc(=O)n(Cc3ccc(S(=O)(=O)N(C)C)cc3)c2C)cc1	-3	5.4	4	2	-7	.	27	6	1
CCCCN(C(=O)C1CCCO1)c1c(N)n(CC(C)C)c(=O)[nH]c1=O (stereo not given)	9	0.3	-1	-9	5	1	-4	0	-2
COc1ccc(C(NC(=O)CNC(C)=O)C(=O)Nc2ccc(C(C)C)cc2)cc1 (stereo not given)	1	-0.2	9	-3	-3	-3	-6	12	-2

Rewritten with two lines to a compound: part of the list above
Second line of a record: CHRM1 PAM	CHO-K1 Ca ag	CHO-K1 Ca antag	M1 antag	M1 PAM parental	CHO parental Ca	TAAR1 antag	TAAR1 ag	CHRM1 agonist
COc1ccc(C(NC(=O)CNC(C)=O)C(=O)Nc2ccc(C(C)C)cc2)cc1 (stereo not given)
 : 1	-0.2	9	-3	-3	-3	-6	12	-2
CCCc1cc(=O)[nH]c(Nc2ccc(O)cc2)n1
 : 0	-0.2	3	2	-3	-1	-14	8	-5
CC(C)NC(=O)C1(C)CCCN1Cc1csc2ccccc12 (stereo not given)
 : 5	0.5	1	-7	-4	.	-13	-1	-7
O=C(NCCc1cccs1)C(c1ccccc1)c1ccccc1
 : -12	13	20	1	-1	-12	2	-1	-7
Cc1ccc2sc(C)[n+](CCCS(=O)(=O)[O-])c2c1
 : 15	0.1	-5	-8	16	-2	5	2	-5
COc1ccccc1NS(=O)(=O)c1cc(NC(=O)c2sccc2C)ccc1N1CCOCC1
 : 4	3.2	-9	4	14	-3	26	4	-4
CCC1(CC(C)C)SC(N)=NC1=O (stereo not given)
 : 5	0.5	-2	-14	3	.	-12	0	0

By substructure, the compounds so far with a COOH group.
SMILES	CHRM1 PAM	CHO-K1 Ca ag	CHO-K1 Ca antag	M1 antag	M1 PAM parental	CHO parental Ca	TAAR1 antag	TAAR1 ag	CHRM1 agonist
O=C(O)CCCCn1c(SCc2cc(=O)n3cc(Cl)ccc3n2)nc2ccsc2c1=O	3	0.6	-1	-8	13	4	-14	1	-7
O=C(O)c1ccc(N=Nc2c(-c3ccccc3)[nH]oc2=O)cc1	15	-0.1	-12	-19	5	1	-1	1	-1
